# Bioassay records: PubChem BioAssay, Vanderbilt High Throughput Screening Facility
# Cav3 T inh: Cav3.2 calcium influx blockers – cell-based, Fluo-4 calcium fluorescence, FDSS, MLSMR library, primary screen; Voltage-dependent T-type calcium channel subunit alpha-1H (Homo sapiens), O95180; Cav3.2-expressing cells; hits give low values; AID 449739, 2010; B-score at 10 µM; actives 4% (n = 100,000);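 active means single-dose well whose peak fluorescence ratio is a statistical outlier from its plate by either plate-standardised score or position-corrected B-score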
# Target sequence (O95180 whole entry, looked up): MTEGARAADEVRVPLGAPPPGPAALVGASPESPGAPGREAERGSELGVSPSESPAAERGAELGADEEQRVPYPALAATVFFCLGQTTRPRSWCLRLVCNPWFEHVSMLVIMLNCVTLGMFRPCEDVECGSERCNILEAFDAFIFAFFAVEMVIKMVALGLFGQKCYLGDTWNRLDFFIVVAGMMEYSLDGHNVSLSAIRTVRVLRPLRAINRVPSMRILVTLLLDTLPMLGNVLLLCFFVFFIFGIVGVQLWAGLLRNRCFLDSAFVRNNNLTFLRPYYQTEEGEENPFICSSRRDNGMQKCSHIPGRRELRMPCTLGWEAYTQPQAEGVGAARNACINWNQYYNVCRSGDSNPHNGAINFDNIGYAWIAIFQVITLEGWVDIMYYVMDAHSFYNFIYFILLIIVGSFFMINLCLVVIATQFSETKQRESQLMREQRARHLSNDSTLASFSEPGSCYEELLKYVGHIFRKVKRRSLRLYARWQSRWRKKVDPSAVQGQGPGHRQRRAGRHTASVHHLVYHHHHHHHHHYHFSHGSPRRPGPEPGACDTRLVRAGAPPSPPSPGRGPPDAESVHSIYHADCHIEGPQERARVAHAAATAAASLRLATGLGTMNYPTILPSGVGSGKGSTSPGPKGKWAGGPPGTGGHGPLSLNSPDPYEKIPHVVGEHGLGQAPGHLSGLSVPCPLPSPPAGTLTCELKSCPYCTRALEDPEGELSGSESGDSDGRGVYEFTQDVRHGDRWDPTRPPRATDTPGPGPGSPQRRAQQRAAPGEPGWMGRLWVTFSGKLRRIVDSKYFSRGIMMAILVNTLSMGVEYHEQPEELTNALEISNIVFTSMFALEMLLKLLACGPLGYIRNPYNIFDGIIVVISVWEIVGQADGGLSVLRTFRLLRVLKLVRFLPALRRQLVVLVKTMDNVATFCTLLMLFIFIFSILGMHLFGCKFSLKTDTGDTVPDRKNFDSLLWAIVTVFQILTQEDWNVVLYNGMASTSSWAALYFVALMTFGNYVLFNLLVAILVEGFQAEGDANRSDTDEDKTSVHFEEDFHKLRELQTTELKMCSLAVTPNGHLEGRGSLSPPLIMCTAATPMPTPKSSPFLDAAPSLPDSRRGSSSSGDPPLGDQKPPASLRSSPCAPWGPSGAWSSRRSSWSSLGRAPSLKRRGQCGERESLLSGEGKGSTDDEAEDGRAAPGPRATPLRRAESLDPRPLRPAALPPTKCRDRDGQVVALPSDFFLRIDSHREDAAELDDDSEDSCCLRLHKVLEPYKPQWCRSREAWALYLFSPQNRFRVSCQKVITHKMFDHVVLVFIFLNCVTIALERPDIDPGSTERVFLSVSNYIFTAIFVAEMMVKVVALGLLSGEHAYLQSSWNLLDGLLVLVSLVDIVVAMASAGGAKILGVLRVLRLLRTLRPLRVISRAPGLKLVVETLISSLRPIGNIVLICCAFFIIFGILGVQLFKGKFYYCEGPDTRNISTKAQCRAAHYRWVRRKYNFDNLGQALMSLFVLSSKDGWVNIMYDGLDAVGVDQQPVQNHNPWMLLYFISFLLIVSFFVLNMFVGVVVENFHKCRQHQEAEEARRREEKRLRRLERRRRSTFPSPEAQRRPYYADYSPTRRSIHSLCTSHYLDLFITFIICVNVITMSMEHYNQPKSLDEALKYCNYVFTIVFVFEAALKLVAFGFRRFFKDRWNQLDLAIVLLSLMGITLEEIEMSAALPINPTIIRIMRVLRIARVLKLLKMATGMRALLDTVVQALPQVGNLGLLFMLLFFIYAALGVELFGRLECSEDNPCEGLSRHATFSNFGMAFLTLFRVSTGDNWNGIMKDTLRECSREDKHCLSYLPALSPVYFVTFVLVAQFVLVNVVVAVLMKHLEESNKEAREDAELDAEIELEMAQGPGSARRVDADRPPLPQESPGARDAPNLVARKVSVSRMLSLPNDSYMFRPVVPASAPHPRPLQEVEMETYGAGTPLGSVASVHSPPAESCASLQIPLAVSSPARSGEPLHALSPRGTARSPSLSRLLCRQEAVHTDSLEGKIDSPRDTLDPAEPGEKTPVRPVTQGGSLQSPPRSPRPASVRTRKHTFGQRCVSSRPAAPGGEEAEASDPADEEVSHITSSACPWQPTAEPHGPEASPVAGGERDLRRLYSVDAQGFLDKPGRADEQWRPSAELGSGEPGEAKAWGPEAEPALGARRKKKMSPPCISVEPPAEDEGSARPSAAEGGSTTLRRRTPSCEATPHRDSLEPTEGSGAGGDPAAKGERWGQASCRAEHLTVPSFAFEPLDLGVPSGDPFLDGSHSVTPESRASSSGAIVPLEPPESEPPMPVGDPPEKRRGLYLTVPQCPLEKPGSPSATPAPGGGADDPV
# * = called active by the depositor. Only part of the results is shown; the hit share may differ from the screen's.
Cav3 T inh	molecule
0.599	COc1ccc2nc(C)cc(SCC(=O)NNC(=O)COc3ccc(C)cc3)c2c1
0.701	COC(=O)c1cccc(NC2CC(=O)N(c3ccc(OC)c(OC)c3)C2=O)c1 (configuration not stated)
-1.96	COC(=O)C1=C(C)NC(=O)CC1c1ccccc1F (configuration not stated)
0.0354	CC(C)(O)C1=NOC(c2ccccc2)C1 (configuration not stated)
-0.383	CCOc1ccc(C(=O)NCC(=O)OCC(=O)N2C(C)CCCC2C)cc1 (configuration not stated)
-2.68	O=C(CC1(O)C(=O)N(Cc2ccccc2Cl)c2ccccc21)c1ccco1 (configuration not stated)
0.611	CC1CN(c2ccccc2)C(=O)CS1 (configuration not stated)
0.58	CC(=O)c1cccc(NC(=O)CSc2nnc(-c3ccc(S(=O)(=O)N4CCCC4)cc3)o2)c1
0.182	CCn1ncc(/C=C/C(=O)Nc2c(C)nn(CC)c2C)c1C
0.00316	COc1cc(OC)cc(C(=O)NCCOc2ccccc2)c1
0.0258	CCC(C)[C@H](NC(=O)N1CCN(c2cccc(C(F)(F)F)c2)CC1)C(=O)OC (some centres not stated)
0.0296	O=C1c2ccccc2NC(c2ccccc2)N1c1ccc(O)cc1 (configuration not stated)
-3.79*	O=C(/C=C/c1ccc([N+](=O)[O-])cc1)NCCSc1ccccc1
-1.09	COc1ccccc1C(=O)NCCn1ccc2ccccc21
-1.4	COc1cccc(Nc2nc3ccccc3n3cnnc23)c1
-0.48	Cc1cccc(OCCOC(=O)C2CCN(S(=O)(=O)c3cccs3)CC2)c1
-0.653	O=C(Nc1cccc(O)c1)c1noc2c1CCc1ccccc1-2
-0.0526	COc1ccc(CNC(=O)c2ccc(Br)o2)cc1
1.5	COc1ccc(C)cc1NC(=O)CN(C)S(=O)(=O)c1cnc[nH]1
0.479	CCN1CCCC1CNC(=O)Cn1ncc2c(=O)oc3ccc(C)cc3c21 (configuration not stated)
0.683	CC(=O)N1CCc2cc(S(=O)(=O)CCC(=O)N3CCN(c4ccccn4)CC3)ccc21
0.111	CN(C)c1nc(N)nc(CSc2nnnn2C)n1
0.292	C=CCC1(O)C(=O)Nc2ccccc21 (configuration not stated)
1.15	COCCCNc1nc(=S)[nH]c2cc(OC)c(OC)cc12
-2.1	CO/N=C(\Cn1ncc(N2CCCC2)c(Br)c1=O)c1ccc(Cl)cc1
-0.542	COc1ccc(C2C(=O)N(C3CCCCC3)CC(=O)N2C2CCCCC2)cc1 (configuration not stated)
-0.187	Brc1cccc(CN2CCCCCCC2)c1
-0.0496	CCOC(=O)C1CCN(C2CC(=O)N(c3ccc(OCC)cc3)C2=O)CC1 (configuration not stated)
1.97	O=C(CSc1nc2ccccc2o1)NCC(=O)c1ccccc1
-3.36	CC(C)OC(=O)CN1C(=O)S/C(=C/c2ccc(N3CCCCC3)o2)C1=O
-0.228	CCC(CC)C1C(C#N)=C(N)Oc2n[nH]c(C)c21 (configuration not stated)
0.657	CC(C)CSc1nc2ccccc2n1CC(N)=O
0.427	Cc1ccc(Oc2ncc(CN3CC(C)OC(C)C3)s2)cc1 (configuration not stated)
-0.0457	O=C(NCCc1ccccc1)C(=O)NCC1(c2ccccc2)CCCC1
-0.649	CCOCCc1nnc(NC(=O)CSc2ccccc2)s1
-0.222	O=C(O)C1C2C=CC(C2)C1C(=O)N1CCc2ccccc21 (configuration not stated)
0.0413	CC(C)(C)OC(=O)NCCCCc1cn(CC(=O)N2CCN(C(=O)OC(C)(C)C)CC2)nn1
0.313	COCc1ccc(O)c2ncccc12
-0.614	CCC1=C(OC(=O)N(CC)CC)N2C(=O)OC(=NCCc3c[nH]c4ccccc34)[C@]2(Cc2ccccc2)[C@H]2C1=CC[C@H]1C(=O)N(CC)C(=O)[C@H]12
-0.15	CCOC(=O)c1ccc(NC(=S)NCCCN2CCCCC2)cc1
1.12	CCOc1ccc(CCNC(=O)CN2CCN(Cc3ccccc3F)C2=O)cc1OCC
-0.269	Cc1ccc(C(=O)ONc2ccc(N=NC(=O)c3ccccc3O)cc2)cc1
0.0819	CC1CN(C)C(C)CC1NCc1ccc2c(c1)OCO2 (configuration not stated)
-6.54*	COc1ccc(-n2c(SCC(=O)Nc3nc(C)cs3)nnc2-c2ccoc2C)cc1
-1.88	CCCCCCn1c(N2CCN(c3cccc(Cl)c3)CC2)nc2c1c(=O)[nH]c(=O)n2C
0.0485	CN(C)S(=O)(=O)c1ccc(C(=O)OCc2ccc(C#N)cc2)cc1
0.807	CN(CCNC(=O)c1cn(C)c2ccc(S(=O)(=O)N3CCCC3)cc2c1=O)CCc1ccccc1
-0.00275	O=C(NCc1cccnc1)c1sc2cc(Cl)ccc2c1Cl
-0.478	CC(=O)OCC(=O)c1ccc2ccn(C(C)=O)c2c1
0.222	CCOC(=O)c1c(CN(CC)CC)oc2ccc(OC)cc12
1.16	CCCc1nc2oc3cc(OC)ccc3c(=O)c2c(=O)n1Cc1ccco1
-0.472	CC1CC(C)CN(c2ncnc3c2cnn3-c2ccc(Cl)cc2)C1 (configuration not stated)
0.0396	COc1ccc([N+](=O)[O-])cc1NC(=S)NC(NC(=O)C(c1ccccc1)c1ccccc1)C(Cl)(Cl)Cl (configuration not stated)
-0.705	CN1CCN(C(=O)c2cc3c(s2)-c2ccccc2S(=O)(=O)C3)CC1
-0.172	COc1cc(NC(=O)Cn2c(C)cc3ccccc3c2=O)cc(OC)c1OC
1.72	C/C=C/C(=O)Nc1cccc(C2=NOC3(C2)C[C@H](C(N)=O)N(C(=O)/C=C/C)C3)c1 (some centres not stated)
0.398	CCn1c(NCc2ccccn2)nc2ccccc21
0.197	COc1cc(-c2cc[n+](C)cc2)ccc1O
-0.0773	CCC(CO)n1cnnc1-c1ccncc1 (configuration not stated)
-0.0383	CCOC(=O)CSc1[nH]c(=O)cc(C)c1C#N

# New compounds follow
Cav3 T inh	molecule
-0.333	Cc1ccc(NS(=O)(=O)c2ccc(NC(=O)c3ccc(-c4ccccc4)cc3)cc2)c(C)c1
0.424	O=C(CSc1nnc(CN2CCOCC2)n1-c1ccccc1)N1CCc2ccccc21
0.127	COc1ccc(N2CCN(Cc3nc4c(c(=O)n(C)c(=O)n4C)n3CC(C)=O)CC2)cc1
0.987	O=C(CSc1nnnn1-c1ccc(Cl)cc1)NC(=O)Nc1ccc2c(c1)OCCO2
0.533	COc1cccc(C2NC(=O)NC(C)=C2C(=O)Nc2ccccc2C)c1 (configuration not stated)
-0.0464	CCOC(=O)N1CCN(C(=O)Nc2sc3nc4n(c(=O)c3c2C)CCC(C)CC4)CC1 (configuration not stated)
-0.857	Cc1ccc(CSc2nnc(-c3ccco3)o2)cc1
-0.234	CCOc1ccc2c3c(c(=O)oc2c1OCC)CCCC3
0.499	CC(C)NC(=O)CCS(=O)(=O)c1cccc2nonc12
1.92	CCOC(=O)c1ccc2c(c1)N(CC(=O)N1CCCCC1)C(=O)C(C)(C)O2
-0.98	CCOC(=O)c1cc2sc(C)cc2n1CCCN1C(=O)c2ccccc2C1=O
0.0305	CC(=O)c1cccc(NC(=O)N2CCCC2C(=O)NC2CCCCC2)c1 (configuration not stated)
0.213	O=C1c2ccccc2S(=O)(=O)c2cc(C(=O)N3CCC(O)CC3)ccc21
-2.2	COc1ccccc1CNC(=O)c1ccc(-c2ccccc2C(F)(F)F)o1
-1.45	COc1ccc(-c2cc(C(F)(F)F)nc(N3CCOCC3)n2)cc1OC
1.47	CC1(C)CC(=O)c2cc(C(=O)Nn3cnnc3)c(=O)n(-c3ccccc3)c2C1
1.11	O=C(NCCc1ccccc1)c1ccc2c(c1)N(Cc1ccccc1)C(=O)CS2=O (configuration not stated)
0.57	O=C(O)CCc1nnc2n(Cc3ccc(F)cc3)c(=O)c3ccccc3n12
-0.522	Cc1ccc(Nc2nc(N)nc(CN3CCN(C)CC3)n2)cc1
0.0916	O=C1CCCCN1CCc1c[nH]c2ccccc12
-1.58	O=C(OCC(F)(F)C(F)F)c1ccccc1C(=O)Oc1ccc(F)cc1F
-1.76	COc1ccc(CNC[C@@H](CCCCN(C)Cc2ccc(OC)cc2)N2C[C@H](c3ccccc3)N(CCc3ccc(Cl)c(Cl)c3)C(=O)C2=O)cc1
0.0847	O=C(c1cccs1)N(Cc1ccco1)Cc1cc2ccccc2[nH]c1=O
0.461	COc1cccc(NC(=O)CSc2nnc(Cn3nnc4ccccc43)n2C)c1
2.43	COc1ccc(CN2[C@@H](CC(C)=O)c3ccc(/C=C/C(C)=O)cc3S2(=O)=O)cc1
1.26	CCC1(C)Cc2c(sc3c2c(=O)n(C)c2nnc(SCC(=O)c4ccccc4)n32)CO1 (configuration not stated)
0.0794	CSc1nc2nc3c(c(=O)n2[nH]1)CCCC3
-0.247	CC1Cc2cc(/C(O)=C3/C(=O)C(=O)N(CCCN(C)C)C3c3ccncc3)ccc2O1 (configuration not stated)
-3.78	COc1ccccc1N1CCN(C(c2ccc(N(C)C)cc2)c2nnnn2CCc2ccccc2)CC1 (configuration not stated)
0.752	CCC12CN(C(=O)c3ccc(OC)cc3)CC(CC)(CN(C(=O)c3ccc(OC)cc3)C1)C2=O
-1.99	Cc1c(C(=O)Nc2ccccc2)sc2nc(-c3ccccc3)cn12
0.316	NS(=O)(=O)c1ccc(NC(=O)C2CCCN(S(=O)(=O)c3ccc(F)cc3)C2)cc1 (configuration not stated)
0.698	C1COCCNCCOCCOCCN1
-0.51	COc1ccc(-n2nnnc2SCC(=O)N2CCOCC2)cc1
-0.0404	COc1c(-c2ccc(O)c(O)c2)oc2cc(O)cc(O)c2c1=O
-0.195	Cc1cc(C)c(S(=O)(=O)Nc2ccc(OCC(=O)O)cc2)c(C)c1
1.03	O=C(O)c1ccc(N2CCCCCC2)c(N2C(=O)c3ccccc3C2=O)c1
0.722	CCCN1C(=O)NC2(O)C(=O)c3ccccc3C12O (configuration not stated)
-0.0673	CC(C)NC(=O)c1ccccc1NC(=O)CN(c1ccc2c(c1)OCO2)S(C)(=O)=O
-0.0409	Cc1c(C(=O)Nc2ccc(Oc3ccccc3)cc2)sc2nc3n(c(=O)c12)CCC3
-2.04	Cc1ccc(C(=O)c2cc([N+](=O)[O-])ccc2N2CCOCC2)c(C)c1
0.523	c1ccn2c(SCc3ccc4c(c3)OCCO4)nnc2c1
-1.04	Cc1ccc(-c2nn(-c3cc(Cl)ccc3[N+](=O)[O-])c(=O)c3ccccc23)cc1
0.19	COC(=O)[C@H](Cc1ccccc1)NC(=O)[C@@H](N)CC(=O)O
0.363	CC(C)(C)C(=O)Nc1ccc(S(=O)(=O)c2ccc(NC(=O)C(C)(C)C)cc2)cc1
0.715	CCN(CC)S(=O)(=O)c1ccc(S(=O)(=O)N2CCN(CCC#N)CC2)cc1
-3.38	COc1cccc(CNS(=O)(=O)/C=C/c2ccc3c(c2)OCO3)c1
-2.34	Cc1occc1-c1nnc(SCC(=O)c2ccc(F)cc2)n1Cc1ccco1
-4.3*	Cc1ccc(N(CC(=O)N2CCc3ccccc32)C2=NC(=O)CS2)cc1
-7.53*	Cc1ccc(C(=O)CC2(O)C(=O)N(Cc3ccc4c(c3)OCO4)c3ccccc32)cc1 (configuration not stated)
-0.432	COc1cc(Cl)cc2c1Sc1ccccc1/C2=C/CCN(C)C
-1.25	CCc1ccc(OC)c(S(=O)(=O)Nc2ccccc2C)c1
1.57	COCCN(CCOC)C(=O)c1cc2c(=O)n3ccccc3nc2s1
0.335	Cc1c(NC(=O)OCc2ccccc2)c(=O)n(-c2ccccc2)n1C
-2.64	O=C(CSc1ncc(-c2ccccc2)n1-c1ccccc1)NCc1ccco1
-4.66*	CCOc1ccc(NC2c3ccccc3C(=O)N2Cc2ccco2)cc1 (configuration not stated)
0.234	Cc1cc(C)nc(NC(=O)CSc2ccccn2)n1
0.0898	COCc1cc(C2C(C(=O)c3ccco3)=C(O)C(=O)N2CCOCCO)ccc1O (configuration not stated)
0.856	CCn1c(C2CC(=O)N(Cc3ccccc3)C2)nc2ccccc21 (configuration not stated)
0.945	Cc1ccc(Sc2c(C(=O)Nc3ccc(F)cc3F)c(C(F)(F)F)nn2C)cc1

# Remaining list, next part
Cav3 T inh	molecule
0.00304	CCc1cccc(Oc2nn[nH]n2)c1
-0.372	CC(=O)NCc1cccc(CNC(C)=O)n1
-0.876	Clc1ccc2[nH]cc(-c3nnnn3-c3ccccc3)c2c1
0.0097	O=C(COC(=O)C(O)c1ccccc1)NC12CC3CC(CC(C3)C1)C2 (configuration not stated)
-1.7	CCC(c1nnnn1C(C)(C)C)N(Cc1ccco1)Cc1cc2cccc(C)c2[nH]c1=O (configuration not stated)
-1.2	COC(=O)c1cc(NC(=O)Nc2ccccc2OC)cc(C(=O)OC)c1

# Given bar-delimited: part of the list above
Compound | Cav3 T inh
CCc1ccc(OC)c(S(=O)(=O)Nc2ccccc2C)c1 | -1.25
COCCN(CCOC)C(=O)c1cc2c(=O)n3ccccc3nc2s1 | 1.57
Cc1c(NC(=O)OCc2ccccc2)c(=O)n(-c2ccccc2)n1C | 0.335
O=C(CSc1ncc(-c2ccccc2)n1-c1ccccc1)NCc1ccco1 | -2.64
CCOc1ccc(NC2c3ccccc3C(=O)N2Cc2ccco2)cc1 (configuration not stated) | -4.66*
Cc1cc(C)nc(NC(=O)CSc2ccccn2)n1 | 0.234
COCc1cc(C2C(C(=O)c3ccco3)=C(O)C(=O)N2CCOCCO)ccc1O (configuration not stated) | 0.0898
CCn1c(C2CC(=O)N(Cc3ccccc3)C2)nc2ccccc21 (configuration not stated) | 0.856
Cc1ccc(Sc2c(C(=O)Nc3ccc(F)cc3F)c(C(F)(F)F)nn2C)cc1 | 0.945
CCc1cccc(Oc2nn[nH]n2)c1 | 0.00304
CC(=O)NCc1cccc(CNC(C)=O)n1 | -0.372
Clc1ccc2[nH]cc(-c3nnnn3-c3ccccc3)c2c1 | -0.876
O=C(COC(=O)C(O)c1ccccc1)NC12CC3CC(CC(C3)C1)C2 (configuration not stated) | 0.0097
CCC(c1nnnn1C(C)(C)C)N(Cc1ccco1)Cc1cc2cccc(C)c2[nH]c1=O (configuration not stated) | -1.7
COC(=O)c1cc(NC(=O)Nc2ccccc2OC)cc(C(=O)OC)c1 | -1.2
